High-throughput results (PubChem BioAssay)
GPR151 activ: activators of human GPR151; Q8TDV0; PathHunter beta-arrestin GPR151 cells, luminescence; activation, % at 11.2 µM; 1% of 650,000 active; in the data active means activation above about 4.9%;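 further: 0% = median of compound wells and 100% = cells with positive control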
Target sequence (Q8TDV0 whole entry, looked up): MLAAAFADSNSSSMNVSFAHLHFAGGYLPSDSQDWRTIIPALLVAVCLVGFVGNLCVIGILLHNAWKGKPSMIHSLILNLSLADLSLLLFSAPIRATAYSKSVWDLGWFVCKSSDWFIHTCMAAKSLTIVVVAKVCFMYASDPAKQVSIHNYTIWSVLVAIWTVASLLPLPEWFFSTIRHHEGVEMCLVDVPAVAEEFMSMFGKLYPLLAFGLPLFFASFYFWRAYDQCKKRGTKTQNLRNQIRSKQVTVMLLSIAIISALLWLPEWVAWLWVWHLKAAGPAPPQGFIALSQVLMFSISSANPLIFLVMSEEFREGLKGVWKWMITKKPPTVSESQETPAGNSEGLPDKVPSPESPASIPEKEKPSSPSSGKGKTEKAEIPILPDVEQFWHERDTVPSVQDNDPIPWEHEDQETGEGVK
TEAD-YAP block: TEAD-YAP interaction inhibition; HEK-TIYL cells, TEAD-Gal4/YAP UAS-luciferase luminescence; inhibition, % at 9.12 µM; 1.4% of 640,000 active; in the data active means inhibition above about 32%;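 further: 0% = median of test compound wells and 100% = reference inhibitor wells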
FBW7 act: human FBW7 E3 ligase activation, primary screen | AlphaScreen FBW7–phospho-cyclin E peptide binding, activator screen | normalized activity (activation), % at 26.1 µM | 0.13% of 650,000 active; in the data active means normalized activity above about 1.9%;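 further: purified mutant Fbw7 with reduced substrate affinity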
MITF primary: blocks human microphthalmia-associated transcription factor; O75030; AlphaScreen MITF homodimerization, bead proximity signal; inhibition, % at 2.6 µM; 0.91% of 650,000 active; AID 1259374; in the data active means inhibition above about 50%;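 further: 0% = vehicle wells with protein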
Target sequence (O75030 whole entry, looked up): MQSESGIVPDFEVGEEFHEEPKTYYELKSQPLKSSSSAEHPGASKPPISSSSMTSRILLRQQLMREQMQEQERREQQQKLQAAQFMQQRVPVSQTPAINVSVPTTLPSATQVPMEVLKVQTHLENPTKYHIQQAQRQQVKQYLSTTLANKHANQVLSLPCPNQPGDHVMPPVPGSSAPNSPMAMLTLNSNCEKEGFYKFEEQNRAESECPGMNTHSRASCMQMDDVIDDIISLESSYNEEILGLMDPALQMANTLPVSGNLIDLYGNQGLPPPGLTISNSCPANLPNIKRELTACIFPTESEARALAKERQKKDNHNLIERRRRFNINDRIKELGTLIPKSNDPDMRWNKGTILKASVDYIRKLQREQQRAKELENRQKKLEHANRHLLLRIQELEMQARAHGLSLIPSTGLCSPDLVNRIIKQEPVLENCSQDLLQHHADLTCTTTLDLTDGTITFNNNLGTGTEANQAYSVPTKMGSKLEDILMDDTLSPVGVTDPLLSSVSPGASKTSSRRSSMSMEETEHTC
Numbers without * were called inactive.

SMILES | GPR151 activ | TEAD-YAP block | FBW7 act | MITF primary
CCOc1ccc(C2C(C(=O)OC3CCCCC3)=C(C)NC3=C2C(=O)CC(C)(C)C3)cc1 (configuration not stated) | -0.6 | 0 | -0.1 | 9
O=C(NCC(O)c1ccc([N+](=O)[O-])cc1)c1ccc(F)cc1 (configuration not stated) | 0.8 | 3 | 0.0 | 2
CCOC(=O)C1CCN(Cc2nc(NCc3ccc(C)o3)c3ccccc3n2)CC1 | -0.2 | 10 | -0.1 | 24
COc1ccccc1CC(CC(=O)O)C1CCOC(C)(C)C1 (configuration not stated) | 0.5 | -2 | 0.2 | -14
C/C(CCCO)=N\Nc1ccc([N+](=O)[O-])cc1[N+](=O)[O-] | -1.3 | 1 | -0.1 | 9
COc1ccc(NS(=O)(=O)c2ccccc2)cc1 | -0.1 | 4 | 0.1 | -4
O=C(Cc1ccc(-n2cnnn2)cc1)N1CCCC1c1nc2ccccc2[nH]1 (configuration not stated) | -0.4 | -4 | -0.2 | -2
CC(C)(C)/C(O)=C/c1nc2ccc([N+](=O)[O-])cc2nc1/C=C(\O)C(C)(C)C | 0.8 | 3 | -0.1 | -2
CCC(=O)Nc1nnc(SCC(=O)Nc2cccc(Cl)c2)s1 | 8.8* | 1 | 0.8 | 14
O=C(/C=C/c1ccc2c(c1)OCO2)Nc1ccc(F)cc1 | -5.4 | -53 | -0.1 | -2
COC(=O)C1=CN(C(C)(C)C)C=C(C(=O)OC)C1c1cccc([N+](=O)[O-])c1 | 1.9 | 5 | -0.2 | 0
O=C(NCCN1CCN(c2ccccc2)CC1)c1cccc(Cl)c1 | 0.3 | -3 | -0.1 | -3
COCCCNC(=O)CCS(=O)(=O)Cc1ccccc1C | -0.5 | -4 | 0.1 | 5
COC(=O)c1ccc(NC(=O)CCc2c(C)nc3c4c(C)cc(C)nc4nn3c2C)cc1 | -1.0 | 2 | -0.1 | 7
COc1ccc(C(=O)CSc2nc(C)cc(C)n2)cc1C | 1.6 | -4 | 0.0 | -3
CN(C)CC(C)(O)c1ccc2c(c1)CN(Cc1cccn1-c1ccccn1)CCO2 (configuration not stated) | 1.3 | -2 | 0.0 | -19
Cc1cc(C)c(NC(=O)c2cc(S(=O)(=O)NCCC3=CCCCC3)ccc2F)c(C)c1 | 0.4 | -11 | 0.8 | 7
O=C(/C(=N\O)n1cncn1)c1ccc(Br)cc1Br | -0.4 | -3 | 0.6 | -5
COC(=O)c1ccc(/C=N/Nc2nc(NCc3ccccc3)nc(N3CCOCC3)n2)cc1 | 0.1 | -6 | -0.4 | 5
CCCCOC(=O)Nc1nc(C)c(C(=O)OCC)s1 | -1.1 | -19 | -0.3 | -4

Some of the entries above in another layout.
mol: C/C(CCCO)=N\Nc1ccc([N+](=O)[O-])cc1[N+](=O)[O-]
- GPR151 activ: -1.3
- TEAD-YAP block: 1
- FBW7 act: -0.1
- MITF primary: 9

mol: COC(=O)c1ccc(/C=N/Nc2nc(NCc3ccccc3)nc(N3CCOCC3)n2)cc1
- GPR151 activ: 0.1
- TEAD-YAP block: -6
- FBW7 act: -0.4
- MITF primary: 5

mol: CCC(=O)Nc1nnc(SCC(=O)Nc2cccc(Cl)c2)s1
- GPR151 activ: 8.8*
- TEAD-YAP block: 1
- FBW7 act: 0.8
- MITF primary: 14

mol: CN(C)CC(C)(O)c1ccc2c(c1)CN(Cc1cccn1-c1ccccn1)CCO2 (configuration not stated)
- GPR151 activ: 1.3
- TEAD-YAP block: -2
- FBW7 act: 0.0
- MITF primary: -19

(next part)
SMILES | GPR151 activ | TEAD-YAP block | FBW7 act | MITF primary
COc1ccc(NC(=O)c2noc3c2COc2ccccc2-3)c(OC)c1 | -0.5 | -9 | -0.2 | 7
CC(C)(C)c1ccc(C(=O)NCc2nnc(SCC(=O)NC3CCCC3)o2)cc1 | -0.6 | 7 | 0.8 | 5
CCOc1cc(/C=C2/SC(=S)N(Cc3ccco3)C2=O)ccc1O | -0.1 | -2 | 0.2 | 17
Cc1ccc(/C=N/Nc2c(Cl)cncc2Cl)o1 | -0.9 | -4 | 0.0 | 4
CCCCOC(=O)C1=C(C)NC2=C(C(=O)CC(C)(C)C2)C1c1ccccn1 (configuration not stated) | 0.0 | -11 | 0.1 | 16
CC(C)c1ccc(NC(=O)N[C@H]2C[C@H]3C(=O)N[C@@H]([C@@H](C)O)C(=O)N3C2)cc1 | -0.4 | -12 | -0.1 | -21
CCCN1C(=O)C(O)(C/C(C)=N\O)c2ccccc21 (configuration not stated) | -0.7 | 3 | -0.1 | 23
CC(/C(O)=C(\C#N)c1nc2ccccc2n1C)N1C(=O)c2ccccc2C1=O (configuration not stated) | 1.4 | 1 | 0.0 | 11
COc1cc(OC)c(C(=O)Nc2ccc(Br)cc2C)cc1OC | -2.9 | -59 | 1.2 | 3
CCOC(=O)c1nnn(CC(=O)Nc2ccccc2OC)c1C(=O)OCC | -0.1 | 0 | -0.1 | -3
COCCNc1nc2nonc2nc1NC1CCc2ccccc21 (configuration not stated) | 1.9 | -4 | 0.0 | 17
CCOc1ccccc1NC(=O)C(=O)NCCCO | 2.8 | -3 | 0.1 | 4
CC1CCCCN1Cc1nc2c(c(=O)n(C)c(=O)n2C)n1Cc1ccc(Cl)cc1 (configuration not stated) | 2.2 | -6 | 0.1 | 3
CC(=O)Nc1cc(C(=O)O)ccc1Sc1ccc(C)cc1C | 0.1 | 0 | 0.0 | 2
CC(C)(C)C(=O)Nc1ccc(O)c(-c2nc3ccccc3s2)c1 | 0.5 | 6 | 0.0 | 4
CCOC(=O)N1CCc2c(sc(NCc3ccc(OC)c(OC)c3OC)c2C(=O)Nc2cc(OC)ccc2OC)C1 | 0.4 | -1 | -0.3 | 12
O=C(CCc1nnc(COc2ccccc2)o1)NCc1cc(-c2ccccc2)on1 | 1.0 | -30 | 0.1 | -11
COc1cccc(CNc2ccc3c(c2)ncn3C)c1 | -0.9 | -38 | -0.4 | 14
O=C(C[n+]1cccc(O)c1)NCc1ccc(Cl)cc1 | 2.1 | 0 | 0.2 | -1
Cc1nc(N)sc1-c1csc(Nc2cccc(Br)c2)n1 | 0.1 | -9 | -0.4 | -3
CCCCC(=O)Nc1ccc(-c2nc3cccnc3s2)cc1 | -1.5 | 7 | 0.2 | 4
CCOC(=O)N1CCN(C(=O)c2cc(C)no2)CC1 | -0.7 | -9 | -0.1 | 4
CN(C)S(=O)(=O)N(CC(=O)N1CCc2ccccc2C1)c1ccccc1 | 0.1 | -3 | -0.1 | 11
COc1ccccc1CNC(=O)CCCOc1ccc(Cl)cc1Cl | 1.6 | 8 | -0.1 | -6
O=C(C[n+]1ccc(C(=O)N/N=C/c2ccc3c(c2)OCO3)cc1)c1ccccc1 | -0.1 | -2 | 0.2 | 8
COc1ccc(OCC(=O)Nc2ccc(OCC(N)=O)cc2)cc1 | -0.1 | -5 | 0.1 | 11
Cn1c(=O)c2[nH]c(SCC(N)=O)nc2n(C)c1=O | 2.3 | -14 | 0.1 | -3
CCc1ccc(C2CC(=O)NC(SCC(=O)OC(C)C)=C2C#N)cc1 (configuration not stated) | 1.1 | 3 | 0.1 | 13
COc1ccc(CCNC(=S)NN)cc1OC | -1.1 | 1 | 0.3 | 11
Cc1ccc(C)n1-c1cc(Cl)ccc1C(=O)O | 1.7 | 0 | -1.1 | 81*
O=C1CCCN1CCCNc1nc(Nc2ccc(Oc3ccccc3)cc2)c2ncn(C3CCCCC3)c2n1 | 2.8 | -14 | -0.4 | 7
COc1ccc(-c2nc(CNS(=O)(=O)c3ccc4ccccc4c3)cs2)cc1 | -0.4 | -4 | 0.4 | 11
CC(=O)Nc1ccc(N2C(=O)CC(Sc3nccc(C)n3)C2=O)cc1 (configuration not stated) | -0.3 | -10 | 0.2 | 11
CCOc1ccc(N2C(=O)NC(=O)/C(=C\c3ccc([N+](=O)[O-])cc3)C2=O)cc1 | 1.2 | 6 | -0.1 | -15
CCN(CC)CCCNC(=O)c1ccc2c(=O)n(CCN(CC)CC)c(=S)[nH]c2c1 | 0.1 | 5 | 0.7 | 18
COc1ccc(OC)c(-c2nc3sc4c(c3c(=O)[nH]2)CCCC4)c1 | 0.0 | -7 | 0.1 | 14
O=C(COC(=O)CN1C(=O)C2CCCCC2C1=O)Nc1ccc(Cl)c(C(F)(F)F)c1 (configuration not stated) | -1.3 | 0 | 0.1 | -8
Cc1ccccc1CNc1nc2nc(C)c(C)c(=O)n2[nH]1 | 0.9 | 2 | 0.1 | -3
COc1cc(SC)ccc1C(=O)NCc1ccco1 | -1.1 | 2 | 0.5 | 12
Cc1c(C(=O)N2CCCC2)oc2c1-c1nn(CC(=O)NC3CCCCC3C)cc1CC2 (configuration not stated) | 1.8 | -8 | 0.6 | 15

Part of the list above in order of heavy-atom count, falling.
SMILES | GPR151 activ | TEAD-YAP block | FBW7 act | MITF primary
O=C1CCCN1CCCNc1nc(Nc2ccc(Oc3ccccc3)cc2)c2ncn(C3CCCCC3)c2n1 | 2.8 | -14 | -0.4 | 7
CCN(CC)CCCNC(=O)c1ccc2c(=O)n(CCN(CC)CC)c(=S)[nH]c2c1 | 0.1 | 5 | 0.7 | 18
O=C(C[n+]1ccc(C(=O)N/N=C/c2ccc3c(c2)OCO3)cc1)c1ccccc1 | -0.1 | -2 | 0.2 | 8
COc1ccc(-c2nc(CNS(=O)(=O)c3ccc4ccccc4c3)cs2)cc1 | -0.4 | -4 | 0.4 | 11
CCc1ccc(C2CC(=O)NC(SCC(=O)OC(C)C)=C2C#N)cc1 (configuration not stated) | 1.1 | 3 | 0.1 | 13
COc1ccc(OC)c(-c2nc3sc4c(c3c(=O)[nH]2)CCCC4)c1 | 0.0 | -7 | 0.1 | 14
COc1cc(SC)ccc1C(=O)NCc1ccco1 | -1.1 | 2 | 0.5 | 12

Other results
SMILES | GPR151 activ | TEAD-YAP block | FBW7 act | MITF primary
CCCc1nc2ccccc2c(=O)n1-c1c(C)n(C)n(-c2ccccc2)c1=O | 6.8* | -4 | -0.1 | 4
O=c1c(NCCc2ccccc2)c(-c2ccc(Cl)cc2)c1=O | 1.1 | 10 | 0.3 | 12
COc1ccccc1/C=C/c1nn2c(-c3ccccc3OC)nnc2s1 | 2.4 | 54* | -0.2 | -3
O=C1/C(=C/c2c(F)cccc2Cl)SC(=Nc2ccccc2)N1C1CCCC1 | -1.2 | -13 | 0.1 | 6
COc1cccc(/C=N/NC(=O)COc2ccc(Br)cc2)c1OC | -1.0 | 2 | 0.2 | 10
CCOC(=O)c1ccc(N/C=C2/CCCC(C)C2=O)cc1 (configuration not stated) | -0.4 | -36 | -0.1 | -5
O=[N+]([O-])c1cccnc1N/N=C/c1ccccc1O | -2.4 | 47* | -0.3 | 14
COc1ccccc1C(=O)NC1(C(F)(F)F)C(=O)Nc2c1c(=O)[nH]c(=O)n2CC(C)C (configuration not stated) | -2.3 | -3 | 0.5 | 13
O=C(NCCN1CCOCC1)c1ccc2nc(Nc3cnccn3)sc2c1 | 1.3 | -19 | 0.0 | 13
O=C1CCCN1CCCNc1nc(NC2CCN(Cc3ccccc3)CC2)nc2nc[nH]c12 | 2.5 | -1 | 0.2 | 9
O=C(CSc1nnc(-c2cccnc2)o1)N1CCc2ccccc21 | 0.4 | -4 | 0.0 | -8
CCC(C)NC(=O)C1CCN(c2nc3ccccc3n3cccc23)CC1 (configuration not stated) | -0.6 | -7 | 0.1 | -1
CC(C)(C)c1nnc(N/N=C/c2ccccc2O)[nH]c1=O | 1.1 | 82* | -0.4 | 96*
O=C1NCCN(Cc2cccc(Oc3ccccc3)c2)C1CC(=O)N1CCCC1 (configuration not stated) | 0.7 | 8 | 0.0 | 8
Cc1sc2nc(COC(=O)C(NC(=O)c3ccco3)C(C)C)[nH]c(=O)c2c1C (configuration not stated) | -1.5 | -2 | -0.2 | 0
O/C(=C\c1nc2ccccc2nc1-c1ccccc1)c1ccccc1 | -1.7 | -1 | 0.1 | 21
C=CCNC(=O)c1ccc2cccnc2n1 | 0.7 | -4 | -0.1 | 1
O=C(NC1CCN(Cc2ccccc2)CC1)c1cccc(Nc2ccc(N3CCOCC3)cc2)n1 | -0.9 | -2 | -0.3 | 1
CCOC(=O)C1CCCN(S(=O)(=O)c2ccc(OC)c(C)c2)C1 (configuration not stated) | -0.7 | -8 | -0.2 | -10
CCN1CCN(CC(=O)Nc2ccc(OC(F)(F)F)cc2)C(=O)C1=O | 1.2 | 18 | 0.0 | 2
C=CCSc1nc(N2CCOCC2)c2c(c1C#N)CC(C)(C)N(C)C2 | 1.3 | -1 | 0.0 | 10
CCCNCc1c(C(=O)O)n(Cc2ccc(C)cc2)c2ccccc12 | -0.5 | 22 | 0.1 | 6
N#C/C(=C\c1ccc(OCC(=O)N2CCOCC2)cc1)C(N)=S | -0.9 | -2 | -0.2 | 4
CCOC(=O)c1ccc(Nc2cc(-n3nc(C)cc3-c3ccccc3)ncn2)cc1 | 4.4 | -8 | 0.2 | 13
Cc1ccc(Cl)cc1N=Cc1nc(-c2ccc(Cl)cc2)oc1O | 0.6 | 1 | 0.0 | -1
CS(=O)(=O)n1nc(OC(=O)c2cc(Br)ccc2Cl)cc1N | 1.7 | -1 | -0.1 | -8
CC(C)CCN(CC(=O)O)S(=O)(=O)c1cccs1 | 1.2 | -8 | -0.1 | -1
COc1cccc(NC(=O)C(=O)NCCC(C)C)c1 | -1.1 | -59 | 0.1 | 0
COc1ccc(C(=O)OCc2nc(N)nc(Nc3ccccc3C)n2)c(OC)c1OC | -1.3 | 1 | 0.2 | 16
O=C(NCCCn1ccnc1)c1sc2cc([N+](=O)[O-])ccc2c1Cl | 1.2 | 13 | -0.2 | 4
CSc1sccc1/C=N/NC(=O)c1cccc(Cl)c1 | 0.6 | -23 | -0.1 | 5
O=C(/C=C/Nc1cccc([N+](=O)[O-])c1)c1ccco1 | 2.3 | -18 | 0.0 | 21
CC(=O)c1ccc(NC(=O)COC(=O)c2ccccn2)cc1 | -1.6 | 1 | -0.8 | -6
